S1P3 antagonist = antagonists of human S1P3 receptor; Q99500; CHO S1P3 NFAT-BLA reporter, FRET fluorescence, antagonist mode; inhibition, % at 4.98 µM; hit rate 0.27% among 170,000;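 active = inhibition above the plate cutoff, the mean inhibition of test wells on that plate plus 3 SD, cut at about 28% in these data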;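 note: cells challenged with S1P at its EC80 of 0.8 µM; blue over green emission ratio from cleaved BLA substrate after 4 h stimulation; 0% = S1P-stimulated wells and 100% = unstimulated DMSO-only wells; some compounds past the cut are filed as inactive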
PPARg SRC2 recr = PPARgamma-driven SRC-2 recruitment agonism; activation, % at 8 µM; PPARgamma LBD-SRC-2 recruitment, biochemical; hit rate 0.34% among 200,000; in the data active = activation above about 22%;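 note: 0% = vehicle and 100% = reference agonist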
DTT redox prof = compounds producing H2O2 with reducing agent – biochemical, NIH compound library profiling, artefact control for MLSCN library redox annotation, primary screen. DTT-dependent redox cycling H2O2, phenol red/HRP absorbance; 100% = 100 µM peroxide control, 0% = buffer. activation, % at 10 µM. hit rate 0.03% among 200,000;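 active = activation of at least 50% relative to the plate's high and low controls in the primary single-dose screen; inactive = activation below 50%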;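 note: compound incubated with DTT at 0.8 mM final as the reducing agent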
bIAP inhibitor = intestinal alkaline phosphatase (bovine) inhibition. purified bovine IAP, CDP-star luminescence, 30 min. inhibition, % at 20 µM. 190,000 tested, under 10 active;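 active = over 50% inhibition of intestinal alkaline phosphatase at 20 µM in the single-dose screen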
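Assay system – bovine IAP enzyme · Quantity – bovine IAP at 1/65,000,000 final dilution · Detection – CDP-star luminescence signal · Times – 30 min reaction at room temperature · Also added – CDP-star substrate at 30 µM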
bIAP act = intestinal alkaline phosphatase (bovine) activation; purified bovine IAP, CDP-star luminescence, 30 min; stronger effect = higher value; fold of DMSO-control signal, blank-subtracted; activation factor at 20 µM; AID 1016; hit rate 0.17% among 200,000;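 active = activation factor of 2 or more at 20 µM, a signal rise over negative controls twice the positive control's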
PPARg SRC-1 ag = agonists of human PPARgamma SRC-1 coactivator recruitment; P37231; PPARgamma-SRC-1 coactivator recruitment biochemical assay; activation, % at 8 µM; hit rate 0.41% among 200,000; AID 631; in the data active = activation above about 19%;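 note: 0% = DMSO and 100% = reference agonist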
Lmaj promast = Leishmania major promastigote growth inhibition; hit rate 9% among 200,000; inhibition, % at 10 µM; Leishmania major promastigotes, resazurin fluorescence viability; AID 1063; in the data active = inhibition above about 50%;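 note: promastigotes grown with compound for 44 hours at 28 °C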
SRC2 TRFRET art = counter-screen for PPARgamma SRC-2 recruitment agonists: TR-FRET artefact. stronger effect = higher value. TR-FRET ratio at 8 µM. hit rate 0.4% among 200,000; in the data active = TR-FRET ratio above about 2000; note: inactives centre near 1500; reference of the scale not given here
PPARg SRC-3 ag = promotes SRC-3 coactivator recruitment by human PPARgamma; P37231; activation, % at 8 µM; AID 731; hit rate 0.26% among 200,000; biochemical PPARgamma/SRC-3 coactivator recruitment assay; in the data active = activation above about 23%;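 note: 0% = DMSO and 100% = reference agonist; some compounds past the cut are filed as inactive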
TLR4 MyD88 comp = blocks binding of human TLR4 to MyD88. O00206+Q99836. HeLa CL3-4 TLR4/MyD88 BLA complementation, FRET ratio. inhibition, % at 8.4 µM. hit rate 0.18% among 200,000. AID 861; in the data active = inhibition above about 25%;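 note: 0% = vehicle and 100% = reference inhibitor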
Target sequence (O00206 whole entry, looked up): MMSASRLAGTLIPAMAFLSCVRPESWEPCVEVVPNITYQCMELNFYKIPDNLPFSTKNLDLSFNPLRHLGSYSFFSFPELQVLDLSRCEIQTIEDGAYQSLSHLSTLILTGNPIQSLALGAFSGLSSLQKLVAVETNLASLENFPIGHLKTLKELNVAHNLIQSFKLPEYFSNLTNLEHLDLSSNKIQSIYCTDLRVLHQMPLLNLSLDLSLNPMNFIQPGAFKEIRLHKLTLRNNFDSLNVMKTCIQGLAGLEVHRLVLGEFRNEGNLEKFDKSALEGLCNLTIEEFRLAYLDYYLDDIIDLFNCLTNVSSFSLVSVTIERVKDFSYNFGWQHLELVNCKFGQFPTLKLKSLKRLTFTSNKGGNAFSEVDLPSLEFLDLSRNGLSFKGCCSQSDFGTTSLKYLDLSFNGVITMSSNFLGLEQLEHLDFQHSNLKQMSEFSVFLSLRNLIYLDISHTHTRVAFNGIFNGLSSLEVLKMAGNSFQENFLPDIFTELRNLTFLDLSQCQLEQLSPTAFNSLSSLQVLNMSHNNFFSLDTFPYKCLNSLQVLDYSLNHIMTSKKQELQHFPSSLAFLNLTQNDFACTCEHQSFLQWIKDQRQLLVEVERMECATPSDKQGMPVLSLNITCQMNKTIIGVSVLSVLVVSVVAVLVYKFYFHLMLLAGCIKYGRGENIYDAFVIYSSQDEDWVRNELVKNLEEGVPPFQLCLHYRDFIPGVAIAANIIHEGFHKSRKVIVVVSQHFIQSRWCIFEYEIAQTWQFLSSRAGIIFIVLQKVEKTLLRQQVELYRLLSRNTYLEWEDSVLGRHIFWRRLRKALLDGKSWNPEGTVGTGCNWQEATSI
Target sequence (Q99836 whole entry, looked up): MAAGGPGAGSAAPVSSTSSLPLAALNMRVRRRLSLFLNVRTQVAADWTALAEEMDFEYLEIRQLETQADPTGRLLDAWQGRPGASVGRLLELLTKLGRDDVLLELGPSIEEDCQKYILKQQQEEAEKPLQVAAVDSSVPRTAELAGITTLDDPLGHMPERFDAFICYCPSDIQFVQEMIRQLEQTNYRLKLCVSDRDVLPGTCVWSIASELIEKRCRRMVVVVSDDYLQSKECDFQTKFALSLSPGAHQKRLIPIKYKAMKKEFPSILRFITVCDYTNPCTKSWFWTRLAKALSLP
ROMK mod = modulators of human ROMK potassium channel; P48048; Tet-inducible ROMK, thallium flux fluorescence; actives lie on both sides; B-score at 10 µM; hit rate 2% among 130,000;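 active = signal ratio slope over the read window, or its plate-corrected B-score, at least 3 SD from the plate mean, either direction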;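 note: B-score of the F/F0 ratio slope over 7 to 12 s after thallium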
An asterisk follows results filed as active; . = no result given. Not a hit list; about 11% have a hit in one of these screens.

SMILES	S1P3 antagonist	PPARg SRC2 recr	DTT redox prof	bIAP inhibitor	bIAP act	PPARg SRC-1 ag	Lmaj promast	SRC2 TRFRET art	PPARg SRC-3 ag	TLR4 MyD88 comp	ROMK mod
Cc1nnc(SCC(=O)Nc2ncc(Cc3ccc(F)cc3)s2)n1N	2	2	4.6	5	1	-1	-7	1568	20	3	.
C=CCN(CC=C)S(=O)(=O)c1ccc(NC(=S)NC(=O)Cc2ccc(OC)cc2)cc1	.	4	-4.1	27	0.7	6	62*	1570	-11	5	-0.55
Cc1ccc(/C=C2\SC(=S)N(c3c(C)n(C)n(-c4ccccc4)c3=O)C2=O)cc1	.	5	-3.8	1	1	-4	1	1457	-1	-23	-0.28
Cc1sc2nc(SCc3nc(-c4ccccc4)no3)n(-c3ccccc3)c(=O)c2c1C	.	-2	3.0	13	0.9	-4	3	1521	10	-17	.
CS(=O)(=O)n1nc(-c2ccc(Cl)cc2)nc1SCc1ccccc1	.	0	0.2	22	0.8	0	1	1396	6	6	0.83
COC(=O)\C(C(C)=O)=C(/C=C/C=C/C=C/N(C)C)N(C)C	.	-2	-7.6	6	0.9	4	-2	1539	7	-2	.
CCN/N=C(\Cc1nc2ccccc2[nH]1)c1ccccc1	2	-1	-1.9	-13	1.1	1	75*	1405	-1	5	0.52
C=C(C)C1CC=C(C)/C(=N/NC(=O)c2cccs2)C1 (stereo not given)	-16	1	0.1	0	1	4	23	1515	2	-14	0.43
S=C(NCCc1ccccn1)Nc1cccc(Cl)c1	-2	-5	0.1	2	1	-2	14	1316	-3	3	-0.83
CC(=O)c1c(OCC(=O)O)ccc2c(C)cc(=O)oc12	.	-2	0.0	13	0.9	-4	0	1418	-5	5	0.26
COc1ccc2c(OC)c3ccoc3nc2c1OC	-15	3	-0.5	-13	1.1	5	-3	1483	-1	2	0.08
CC1(C)CC2(C)Nc3ccccc3N2C(=S)N1 (stereo not given)	-25	8	0.2	-10	1.1	4	-2	1638	8	0	0.57
O=C(OCC(=O)c1cccs1)c1ccc(NC(=O)c2ccco2)cc1	.	2	0.2	9	0.9	2	-2	1291	-3	-16	.
O=C(NCc1ccc2c(c1)OCO2)C1CC(=O)N(CCc2ccccc2)C1 (stereo not given)	-33	2	-1.4	-1	1	12	-5	1563	-1	-6	.
C=CCn1c(CNc2ccccc2)nnc1SCC(=O)N/N=C/c1ccc(O)cc1O	.	6	-4.3	-28	1.3	-1	-3	1435	-1	12	-1
O=C(CCN1C(=O)c2ccccc2C1=O)Nc1cccnc1	.	8	0.1	1	1	-4	-9	1365	7	3	-0.65
COc1ccc(OC)c(NC(=O)CS(=O)(=O)c2ccccc2)c1	-14	16	0.0	13	0.9	0	-3	1552	9	-2	.
CCCOc1cccc(C(=O)N(Cc2cccs2)C2CCS(=O)(=O)C2)c1 (stereo not given)	-27	8	-1.2	11	0.9	2	-2	1506	-8	8	0.19
O=C(O)/C=C/c1ccc2noc(-c3ccccc3)c2c1	14	4	-0.9	-6	1.1	4	0	1495	-4	3	2.9
CCOC(=O)N1CCC(NC(=O)c2cnn3ccccc23)CC1	0	8	-0.2	19	0.8	-5	-8	1388	8	-12	.
O=C1c2cccnc2Nc2ccccc2N1CCCF	.	0	1.4	6	0.9	2	-4	1398	-7	-5	.
CCOC(=O)C1CCCN(C(=O)c2cn(C)c(=O)c3cc(OC)c(OC)cc23)C1 (stereo not given)	.	-1	-0.2	15	0.8	-5	-1	1372	5	-11	.
CC(C)CCn1cnc2c(sc3nc4c(cc32)CSC(C)(C)C4)c1=O	-8	-2	0.4	-10	1.1	4	-2	1471	-5	-4	.
Cc1cccc(Cc2c(C)nc3nc(SCC(=O)NCc4ccco4)nn3c2C)c1	.	-2	2.5	-2	1	4	0	1546	0	3	.
O=C(Cn1cnc2c(oc3ccccc32)c1=O)NCc1ccccc1	.	0	1.3	6	0.9	-2	-3	1626	8	5	.
COc1ccnc(Nc2ccc(C)c(C)c2)c1C#N	.	-2	2.3	15	0.8	-6	-4	1487	4	11	.
COc1ccccc1C(=O)NC(CCSC)C(=O)NC1CCCCCC1 (stereo not given)	-5	9	-1.9	-2	1	4	3	1610	-1	3	-0.42
O=C(O)CCc1nn2c3ccccc3n(CC(=O)c3ccccc3)c2nc1=O	.	-1	0.5	1	1	5	4	1365	-3	5	0.79
CN(C)S(=O)(=O)Oc1ccsc1C(=O)Nc1cccc(Cl)c1	.	-4	1.7	10	0.9	-4	4	1455	8	-5	.
CCn1c(NCc2ccco2)nc2c1c(=O)n(C)c(=O)n2C	-4	6	-0.2	4	1	1	-2	1580	3	1	.
CCN(CC(=O)NCc1cccs1)S(=O)(=O)c1ccc([N+](=O)[O-])cc1	-14	0	0.1	6	0.9	-12	7	1471	-1	3	-0.21
O=C(NCC1CCCO1)C1CCN(S(=O)(=O)N2CCCC2)CC1 (stereo not given)	-32	7	2.3	8	0.9	2	-5	1456	3	-2	.
Cc1ccc(C(=O)N/C(=C\c2ccc(Br)cc2)c2nc(=S)[nH][nH]2)cc1	.	-4	-3.2	17	0.8	-9	42	1568	-6	-9	.
COc1ccc(OC)c(C(c2nnnn2C2CCCC2)N2CCN(c3ccccc3F)CC2)c1 (stereo not given)	38	-8	0.2	-15	1.2	3	99*	1605	6	7	-1.1
O=C1/C(=C\c2ccc(-c3ccccc3Cl)o2)SC(=S)N1CC1CCCO1 (stereo not given)	.	-1	-5.4	31	0.7	1	-8	1614	19	3	0.0014
COc1ccc(CCNc2oc(-c3cccc4ccccc34)nc2P(=O)(OC)OC)cc1OC	-5	0	-0.2	-4	1	-1	4	1634	-2	-9	0.77
C=CCNC(=O)CC(=O)N/N=C/c1ccccc1F	.	-2	-4.3	1	1	-3	-3	1470	6	-9	-0.76
Clc1ccc(CN2CCC(Cc3ccccc3)CC2)cc1	9	2	0.6	1	1	6	90*	1555	-2	-2	.
CCCCN(C)CCCNC(=O)CCn1nc(-c2ccccc2)ccc1=O	-20	10	-0.8	3	1	2	2	1698	8	-7	0.00018
CN1CCN(Cc2oc(CO)cc(=O)c2O)CC1	.	6	0.1	4	1	-4	-4	1463	-17	3	1.5
Cc1ccc(C(=O)N2CCN(C(=O)CN3CCCC3)C2)cc1	-27	-8	-0.5	-6	1.1	0	8	1679	7	-3	-0.48
O=c1[nH]nc2c3ccccc3cnn12	-31	8	-2.6	3	1	11	-1	1554	10	10	.
Cc1ccc(C)c(N2CCN(CCCNC(=O)Cn3cc4c(n3)CCC(C)C4)CC2)c1 (stereo not given)	-25	4	0.2	-1	1	-1	20	1380	9	-6	.
O=C(COC(=O)c1cccc(S(=O)(=O)N2CCc3ccccc32)c1)Nc1ncc(Cl)cc1Cl	2	3	0.1	2	1	6	60*	1556	8	-10	0.69
CCCCC(=O)NC(NC(=O)CCCC)c1ccc(OCCC)c(OC)c1	-2	0	-0.2	-3	1	2	-3	1584	6	7	1.4
O=C(CN1CCOCC1)NN=C1CCCCCCCCCCC1	-8	-1	0.2	1	1	0	52*	1437	4	-3	-0.59
CCOc1ccc(CC2c3cc(OCC)c(OCC)cc3CCN2C(=O)c2cc(OC)c(OC)c(OC)c2)cc1OCC (stereo not given)	.	7	0.0	-2	1	6	55*	1477	-1	-5	0.57
COC(=O)c1cc(NS(=O)(=O)c2ccc(NC(C)=O)cc2)cc(C(=O)OC)c1	.	5	1.8	4	1	-4	-8	1595	-3	-14	.
CCCCc1ccc(NC(=S)NCc2cccc(OC)c2)cc1	-10	10	-2.3	11	0.9	10	10	1749	5	1	0.0078
Cn1c(Cc2csc(N)n2)nnc1SCC(=O)NCc1ccccc1	-6	7	-0.1	-3	1	-1	-2	1546	8	0	0.5
COc1ccc(C2NC(=O)C(C#N)=C(S)N2c2ccc(C)cc2)cc1OC (stereo not given)	8	11	-0.6	-7	1.1	2	1	1829	7	1	-0.54
Cc1cc(S(=O)(=O)NCC(c2ccccc2)c2ccccc2)ccc1-n1cnnn1	.	6	2.2	1	1	0	9	1584	0	-9	1.4
CCC1CCc2sc(C(=O)O)cc2C1 (stereo not given)	.	5	-2.8	5	1	-6	-2	1464	9	-19	1.1
Cc1cc(C)c2c(N)c(C(=O)C(C)(C)C)sc2n1	0	9	0.4	-7	1.1	-6	97*	1549	-2	-5	-0.85
COc1ccc(NC(=O)c2cnc3n(c2=O)CCS3)cc1OC	-51	1	0.1	0	1	5	1	1644	9	-12	.
COc1cccc(C2c3[nH]c4ccccc4c3CCN2C(=O)Cn2cncn2)c1OC (stereo not given)	6	6	6.3	-53	1.5	-6	-1	1433	-2	-2	0.25
COc1ccc(Oc2nccc(-c3ccc(Cl)cc3)n2)cc1	.	-2	-2.8	3	1	-2	-8	1603	-3	-10	.
COC(=O)C1=CN(C2CCCCC2)C=C(C(=O)OC)C1c1ccc2c(c1)OCO2	-14	5	-0.4	-27	1.3	-8	21	1153	1	-5	-0.69
CCOC(=O)Cc1csc(SCC(=O)Nc2sc3c(c2C(N)=O)CCC3)n1	.	6	-0.1	1	1	3	-4	1560	4	10	-0.27
Cc1nn(Cc2ccc(Cl)cc2)c(Cl)c1/C=N/NC(=O)CNc1ccccc1F	-11	9	-0.2	.	0.5	12	8	1553	4	-10	.

Entries of single compounds from above. Values in the order: S1P3 antagonist	PPARg SRC2 recr	DTT redox prof	bIAP inhibitor	bIAP act	PPARg SRC-1 ag	Lmaj promast	SRC2 TRFRET art	PPARg SRC-3 ag	TLR4 MyD88 comp	ROMK mod
Cc1ccc(C)c(N2CCN(CCCNC(=O)Cn3cc4c(n3)CCC(C)C4)CC2)c1 (stereo not given) in the list: -25	4	0.2	-1	1	-1	20	1380	9	-6	.
CCOc1ccc(CC2c3cc(OCC)c(OCC)cc3CCN2C(=O)c2cc(OC)c(OC)c(OC)c2)cc1OCC (stereo not given) in the list: .	7	0.0	-2	1	6	55*	1477	-1	-5	0.57
Cc1cc(C)c2c(N)c(C(=O)C(C)(C)C)sc2n1 in the list: 0	9	0.4	-7	1.1	-6	97*	1549	-2	-5	-0.85
O=C(CN1CCOCC1)NN=C1CCCCCCCCCCC1 in the list: -8	-1	0.2	1	1	0	52*	1437	4	-3	-0.59

Next section
SMILES	S1P3 antagonist	PPARg SRC2 recr	DTT redox prof	bIAP inhibitor	bIAP act	PPARg SRC-1 ag	Lmaj promast	SRC2 TRFRET art	PPARg SRC-3 ag	TLR4 MyD88 comp	ROMK mod
COc1ccc(S(=O)(=O)Nc2cc3c4c(oc3c3ccccc23)CCCC4=O)cc1	.	4	0.1	4	1	-4	19	1354	-9	8	1.2
O=C(CCc1n[nH]c(=O)[nH]c1=O)Nc1cccc([N+](=O)[O-])c1	-11	6	-1.2	10	0.9	11	-3	1775	3	-5	-0.41
Cc1csc2nc(CSc3nncn3-c3ccccc3)c(Br)n12	-73	2	1.2	4	1	-4	0	1579	-5	-3	-0.36
O=C(O)CCCCNS(=O)(=O)c1ccc(Cl)c(C(F)(F)F)c1	-6	4	-0.9	2	1	6	-6	1756	-5	1	.
COC(=O)CCC(=O)NNC(=O)Cc1ccccc1	-6	7	-0.8	5	1	10	-7	1695	0	-5	.
COc1ccc(/C=C/CN2CCCC(CO)(Cc3cccc(Cl)c3)C2)cc1 (stereo not given)	1	1	-0.1	18	0.8	-1	97*	1415	3	12	-2
O=C(c1ccc(F)cc1)N1CCC(n2nnc3ccccc32)CC1	-6	-10	0.4	-2	1	-6	1	1382	-1	-3	-1.8

Bioassay records deposited in PubChem by several laboratories.
